GAA glycogen: alters human alpha-glucosidase cleavage of glycogen; actives 0.38% (n = 300,000); Potency, µM (highest dose often 76.4 µM), without a hit: at the highest dose activity change, negative = inhibition, usual class: inhibitors; recombinant GAA, glycogen substrate, Amplex Red glucose oxidase fluorescence; active means well fitted inhibition curve with a large enough effect; inconclusive means small, poorly fitted or top-dose-only effect, or another doubt; inactive means no such curve, though single readings can be large or run the other way;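 further: 0% = full enzyme reaction and -100% = no-enzyme basal signal; the screen sought inhibitors and activators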
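Recombinant human alpha-glucosidase (4 nM final) hydrolysed bovine liver glycogen (30 ug) for 40 min at 37 C in pH 5.0 citrate/phosphate with 0.01% Tween-20. Released glucose detected by glucose oxidase/Amplex Red, Ex 573/Em 610 nm. Compounds up to 77 uM; AC50 from Hill fits.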
An asterisk follows results filed as active; ? = inconclusive; & = joins results of further samples; [ ] = another dose, or the depositor's remark. Potency means the concentration at half of the fitted maximal effect. Not all compounds are listed; count on the stated rates, not on these rows.

GAA glycogen	smiles
-11%	Cc1ccc(NC(=O)CN2CCN(C(=O)c3ccco3)CC2)cc1
5%	CCCC(NC(=O)C(C)NC(=O)CO/N=C1\C=C2CCC3C4CCC(C(C)=O)[C@@]4(C)CCC3[C@@]2(C)CC1)C(=O)O (stereo partly drawn)
?	Cc1ccccc1Nc1c(-c2cccs2)nc2cccc(C)n12
-10%[76.3 µM]	CS(=O)(=O)N1N=C(c2ccco2)CC1c1ccco1 (stereo not drawn)
-1%	Cc1ccc(NS(=O)(=O)c2c(C)[nH]c(=O)[nH]c2=O)c(C)c1
17%[76.3 µM]	CC(C)Sc1ncc(Cl)c(C(=O)Nc2c(C(=O)Nc3ccccc3)oc3ccccc23)n1
16%[76.3 µM]	Cc1ccccc1NC(=O)c1sc2nc(-c3ccncc3)ccc2c1N
-4%[76.3 µM]	COc1ccccc1C(C(=O)NCc1ccccc1)N(C(=O)c1csnn1)C1CC1 (stereo not drawn)
-8%[76.3 µM]	Cc1ccc(OCC(=O)Nc2nnc(S(=O)(=O)N3c4ccccc4CC3C)s2)cc1 (stereo not drawn)
0%[76.3 µM]	COC1CCN(Cc2c(C(=O)N3CCc4ccccc4C3)nc3ccc(Cl)cn23)CC1
-8%[76.3 µM]	COc1cc2c(cc1OC)CN(CC(=O)Nc1ccc(C)c(S(=O)(=O)N3CCOCC3)c1)CC2
8%[76.3 µM]	CCCc1nn2c(=O)cc(COc3ccc(/C=C(\C#N)C(=O)Nc4ccc(F)cc4)cc3)nc2s1
6%[76.3 µM]	COc1ccc(CCNC(=O)c2ccc(CS(=O)Cc3ccc(C)cc3)o2)cc1OC (stereo not drawn)
5%[76.3 µM]	COc1ccccc1NC(=O)c1sc2nc(C)c(C(=O)Nc3ccc(Cl)cc3)c(-c3ccc(Br)cc3)c2c1N
3%	COc1ccc(S(=O)(=O)Nc2ccccc2C(=O)N2CCCC2)cc1C
-10%[76.3 µM]	CCOc1ccccc1NC(=O)c1c(NC(=O)C(C)Oc2ccc(Cl)cc2)sc2c1CCCCC2 (stereo not drawn)
14%[76.3 µM]	Cc1cc2nc(-c3cccc(NC(=O)COc4ccc(Cl)c(C)c4)c3)oc2cc1C
-2%[76.3 µM]	COc1ccc(OC(C)C(=O)N(C)Cc2nc(-c3cccc(C)c3)no2)cc1 (stereo not drawn)
-16%[76.3 µM]	CCC(C)N(CCNC(=O)c1ccc(NC2=NC3CS(=O)(=O)CC3S2)cc1)Cc1ccco1 (stereo not drawn)
0%[76.3 µM]	CC(=O)N1CCN(c2ccc(NC(=O)c3ccc([N+](=O)[O-])cc3Cl)cc2)CC1
3%[76.3 µM]	Cn1ccnc1SCC(=O)Nc1ccc(Br)cc1C(F)(F)F
0%[76.3 µM]	Fc1ccccc1CN1CCN(c2ncccn2)CC1
-6%[76.3 µM]	Cc1ccc(C(=O)NNC(=O)CSc2nnc(C3CC3)n2C)cc1
1%&5%[76.3 µM]	CC(=O)N1CCOc2cc(S(=O)(=O)NC(C)c3ccccc3)c(Cl)cc21 (stereo not drawn)
2%[76.3 µM]	O=C(NC(=S)N1CCCC1)c1ccccc1Cl

The list goes on.
GAA glycogen	smiles
-12%[76.3 µM]	Cn1cc([N+](=O)[O-])c(C(=O)NC2CCCC2)n1
-12%[76.3 µM]	O=C(CSc1nc2c(c(=O)[nH]1)CN(Cc1ccc3c(c1)OCO3)CC2)Nc1cc(F)ccc1F
-11%[76.3 µM]	Cc1cc(C)c(NC(=O)Cn2nnc(S(=O)(=O)c3ccc(C)c(C)c3)c2N)c(C)c1
-12%[76.3 µM]	O=c1c2c3c(sc2n(Cc2ccc(F)cc2Cl)c(=O)n1-c1ccc(Cl)cc1)CCC3
-1%[76.3 µM]	Cc1cc(C)cc(-n2ncc3c2CCCC3NC(=O)CCN2CCCC2=O)c1 (stereo not drawn)
-9%[76.3 µM]	CCOc1ccc(NC(=O)Cn2cc(C(=O)c3ccc(CC)cc3)c(=O)c3cc(OC)c(OC)cc32)cc1
-4%[76.3 µM]	Cc1cc(C)cc(NC(=O)C2CCN(S(=O)(=O)c3ccc4c(c3)oc(=O)n4C)CC2)c1
2%[76.3 µM]	CNC(=O)CSc1nc2cccnc2n1-c1ccc(F)cc1
-4%[76.3 µM]	CCOC(=O)C1=C(O)/C(=C/c2ccc(OCC(=O)Nc3ccc(C)cc3)cc2)N=C1C
-3%[76.3 µM]	Cc1ccc(NC(=O)CSCn2nnc3c(=O)[nH]c(Cc4ccc(F)cc4)nc32)c(C)c1
1%[76.3 µM]	COc1ccc(C)cc1NS(=O)(=O)c1ccc2c3c(cccc13)C(=O)N2
2%	C=Cc1ccc(CN2CCCN(Cc3ccc(Cl)cc3)S2(=O)=O)cc1
1%[76.3 µM]	O=C(CNC(=O)c1ccccc1F)N/N=C/c1ccc2c(c1)OCO2
-2%[76.3 µM]	COc1ccc(NC(=O)c2c(-c3c(Cl)cccc3Cl)noc2C)c(OC)c1
-1%[76.3 µM]	COc1ccc(OC)c(NC(=O)c2oc3ccccc3c2NC(=O)C2CC2)c1
-1%	COc1ccccc1NC(=O)CC12CC3CC(CC(Br)(C3)C1)C2
-2%[76.3 µM]	Cc1ccc(CC2C(=O)N(c3ccccc3)C(=O)C2C)cc1 (stereo not drawn)
-7%[76.3 µM]	COC(=O)CN1C(=O)C(C)(C)Oc2ccc(C(=O)Nc3ccccc3F)cc21
17%[76.3 µM]	COc1cccc(CNc2nnnn2C)c1OC
13%[76.3 µM]	CCCCSCCCNC(=O)CN1C(=O)c2cccnc2Oc2ccc(Cl)cc21
-6%&-5%[76.3 µM]	COc1ccc(CN(C(=O)c2cc(=O)c3ccccc3o2)C2CCS(=O)(=O)C2)cc1OC (stereo not drawn)
17%[76.3 µM]	COc1ccc(C(=O)N2CCC(C(=O)Nc3ccc(OC)cc3OC)CC2)cc1
3%[76.3 µM]	Cc1ccc(C)c(Cn2nnc3c(=O)[nH]c(C4CCCN(C(=O)c5cccs5)C4)nc32)c1 (stereo not drawn)
-12%[76.3 µM]	COc1ccc(NS(=O)(=O)c2ccc3[nH]c4c(c3c2)CCCC4)c(OC)c1
-3%[76.3 µM]	O=C(NC(=S)NCc1ccccc1)c1cccc([N+](=O)[O-])c1

3 compounds drawn at random from the list so far:
GAA glycogen	smiles
1%[76.3 µM]	O=C(CNC(=O)c1ccccc1F)N/N=C/c1ccc2c(c1)OCO2
-4%[76.3 µM]	CCOC(=O)C1=C(O)/C(=C/c2ccc(OCC(=O)Nc3ccc(C)cc3)cc2)N=C1C
17%[76.3 µM]	COc1cccc(CNc2nnnn2C)c1OC

Returning to the listing with the 4 entries that preceded the break.
GAA glycogen	smiles
17%[76.3 µM]	COc1ccc(C(=O)N2CCC(C(=O)Nc3ccc(OC)cc3OC)CC2)cc1
3%[76.3 µM]	Cc1ccc(C)c(Cn2nnc3c(=O)[nH]c(C4CCCN(C(=O)c5cccs5)C4)nc32)c1 (stereo not drawn)
-12%[76.3 µM]	COc1ccc(NS(=O)(=O)c2ccc3[nH]c4c(c3c2)CCCC4)c(OC)c1
-3%[76.3 µM]	O=C(NC(=S)NCc1ccccc1)c1cccc([N+](=O)[O-])c1
0%[76.3 µM]	S=C(NCc1ccccc1)Nc1cccc2ccccc12
-6%[76.3 µM]	CCSc1nc2sc3c(c2c(=O)n1CC)CCC3
-7%[76.3 µM]	CCOc1ccc(C2Nc3ccccc3-c3nnc(SCc4ccccc4)nc3O2)cc1OC (stereo not drawn)
2%[76.3 µM]	O=C(COCc1cc(-c2ccc(F)cc2)on1)Nc1cccc(C(F)(F)F)c1
2%	CCn1cc(C(=O)NCCC(=O)NCCCO)c(=O)c2cc3c(cc21)OCO3
0%	CC(C(=O)Nc1ccc(C#N)cc1)N(C)Cc1cccs1 (stereo not drawn)
-4%[76.3 µM]	COc1ccc(C)cc1N(CC(=O)NCCSCc1cccc(Cl)c1)S(C)(=O)=O
4%[76.3 µM]	CCN1C(=O)CSC1=Nc1ccccc1Cl
10%[76.3 µM]	Cc1cccc(-c2nc(S(=O)(=O)c3ccc(F)cc3)c(N3CCN(c4ccccc4)CC3)o2)c1
-2%	CC(C)(C)NC(=O)NC(=O)CN1c2cccc3cccc(c23)S1(=O)=O
-1%[76.3 µM]	O=C(O)[C@]1(S(=O)(=O)c2ccccc2)C[C@@H]2ON=C(c3cccc(Br)c3)[C@@H]2C1
11%	CN(CC(=O)NCCCN1CCOCC1)S(=O)(=O)c1ccc(F)cc1
-12%[76.3 µM]	COc1cccc(CNC(=O)c2ccc3c(Cl)c4c(nc3c2)CCCC4)c1
-4%[76.3 µM]	Cc1ccc2cccc(NC(=O)c3ccc(OC(C)C)cc3)c2n1
-7%[76.3 µM]	CCSc1nnc(SCC(=O)NNC(=O)c2ccccc2F)s1
11%[76.3 µM]	CCOc1ccc(-c2cn3c(n2)sc2cc(C(=O)NCCCN4CCCCC4)ccc23)cc1
-13%[76.3 µM]	Cc1ccccc1N1CCN(C2CCCN(C(=O)c3noc4c3CCCC4)C2)CC1 (stereo not drawn)
-10%	Cc1cc(S(=O)(=O)N2CCOCC2)ccc1OCC(=O)Nc1ccc(F)cc1F
-1%&0%[76.3 µM]	Cc1noc(C)c1S(=O)(=O)N(CC(=O)NCc1ccccc1)c1ccc(C(C)C)cc1
-2%[76.3 µM]	Cc1ccc(NC(=O)C2CCCN(c3cnccn3)C2)cc1Cl (stereo not drawn)
1%	CCOC(CCNC(=O)c1cc(-c2cccs2)nc2ccccc12)OCC
-1%[76.3 µM]	CCCS(=O)(=O)N1CCCC(C(=O)Oc2ccc(Cl)cc2)C1 (stereo not drawn)
3%	COc1cccc(OCc2nnc3n2N=C(c2ccccc2)C(CC(=O)O)S3)c1 (stereo not drawn)
2%	O=C1CSC(=S)N1/N=C/c1c(F)cccc1F
15%[76.3 µM]	COc1ccc(-c2noc(CCCC(=O)Nc3cccc(Cl)c3C)n2)cc1

Next structures follow.
GAA glycogen	smiles
-7%[76.3 µM]	CCOC(=O)c1cc(C(=O)Nc2ccc(S(=O)(=O)Nc3ccc(OC)cc3)cc2)nn1C
?	COc1cc(C(c2c(O)cc(C)[nH]c2=O)c2c(O)cc(C)[nH]c2=O)ccc1O
3%	C=CCN(CC=C)C(=O)C1CCN(S(=O)(=O)c2ccc(-n3cnnn3)cc2)CC1
-1%[76.3 µM]	COCCCn1c(=O)c2sccc2n2c(CCCC(=O)N3CCN(c4ccccn4)CC3)nnc12
15%[76.3 µM]	CCc1ccc(N(CC)C(=O)Cn2cnc3sc(C)c(S(=O)(=O)N4CCN(c5ncccn5)CC4)c3c2=O)cc1
9%[76.3 µM]	Cc1ccc(NC(=O)Nc2nnc(N(C)Cc3ccccc3)s2)cc1
1%[76.3 µM]	O=C(NC1CCCCC1)c1cc(-c2cccc(Cl)c2)on1
-8%[76.3 µM]	Cc1ccc2oc(C(=O)N(Cc3cccc(F)c3)C3CCS(=O)(=O)C3)c(C)c2c1 (stereo not drawn)
-11%[76.3 µM]	O=C(CCC(=O)N1CCN(Cc2ccc(F)cc2)CC1)Nc1nnc(C(F)(F)F)s1
0%[76.3 µM]	CCc1ccc(NCc2cccn2-c2nnc(N3CCCCCC3)s2)cc1
-3%[76.3 µM]	COc1ccc(NC(=O)Cn2cnc3ccc(S(=O)(=O)N4CCC(C)CC4)cc3c2=O)cc1Cl
-1%[76.3 µM]	CCNC(=O)C1Cc2cc(S(=O)(=O)N3CCCC3)ccc2N1C(C)=O (stereo not drawn)
1%	CC(C(=O)NC1CCCCC1)N(Cc1ccc(F)cc1)C(=O)c1snc(C(N)=O)c1N (stereo not drawn)
0%[76.3 µM]	COc1ccccc1CCN=C(N)NS(=O)(=O)c1cc(F)ccc1F
-1%[76.3 µM]	Cc1ccc(C)c(C(C)NC(=O)C2CCCC2)c1 (stereo not drawn)
1%[76.3 µM]	C/C(CC(=O)Nc1ccc(N(C)C)cc1)=N\NC(=O)c1ccc(C(C)(C)C)cc1
-9%[76.3 µM]	CC(NC(=O)c1cc([N+](=O)[O-])cc([N+](=O)[O-])c1)c1ccc(-n2ccnc2)cc1 (stereo not drawn)
0%[76.3 µM]	Cc1ccc(C2=N/C(=C\c3cccc(F)c3)C(=O)O2)cc1
0%[76.3 µM]	COc1ccc(CNC(=O)Cn2cc(C(F)(F)F)ccc2=O)cc1OC
-6%[76.3 µM]	O=C(Cn1c(=O)n(Cc2ccc(C(=O)NCc3ccccc3Cl)cc2)c(=O)c2ccccc21)Nc1ccc(F)c(Cl)c1
-8%[76.3 µM]	Cc1nc2nc(NC(=O)c3ccco3)[nH]n2c(=O)c1C
-12%[76.3 µM]	COC(=O)c1ccc(NC(=O)c2cc[n+](Cc3ccccc3)cc2)cc1
6%	N#Cc1nc(-c2ccccc2)oc1N1CCC(C(N)=O)CC1
6%	Cc1ccc(CN2C(=O)C3CCCN3c3ncccc32)cc1 (stereo not drawn)
-6%[76.3 µM]	Cc1ccc2[nH]c(=O)c(CC(=O)O)c(-c3ccccc3)c2c1

An excerpt from above in order of their number in GAA glycogen, low to high.
GAA glycogen	smiles
1%	CC(C(=O)NC1CCCCC1)N(Cc1ccc(F)cc1)C(=O)c1snc(C(N)=O)c1N (stereo not drawn)
3%	C=CCN(CC=C)C(=O)C1CCN(S(=O)(=O)c2ccc(-n3cnnn3)cc2)CC1
6%	N#Cc1nc(-c2ccccc2)oc1N1CCC(C(N)=O)CC1

The results go on:
GAA glycogen	smiles
0%[76.3 µM]	COc1cc(Cl)c(NC(=O)CCc2nc3cccnc3n2-c2ccccc2)c(OC)c1
11%[76.3 µM]	O=C(CCn1c(=O)c2cccn2c2cccnc21)N1CCN(c2ccccc2F)CC1
6%[76.3 µM]	O=C(CCn1c(=S)[nH]c2cc3c(cc2c1=O)OCO3)NCc1ccccc1Cl
16%[76.3 µM]	Cc1ccc2cc3cc(C(=O)N4CCN(c5ccccc5)CC4)sc3nc2c1
